# Screens deposited in PubChem by NMMLSC.
# Myeloid diff MLP: myeloid differentiation induction | ER-HoxA9 myeloid progenitors, lysozyme-GFP differentiation, flow cytometry | calls only at 10 µM | 360,000 tested, 1% active | AID 624256;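 active means normalized GFP-positive differentiation at or above the plate's own cutoff, the solvent-only control mean plus 3 SD; inconclusive means no clear call, values can overlap the other calls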;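 further: cells exposed to compound for four days before flow analysis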
# Myeloid diff MLP GFP+ MAC1+ %: recorded beside Myeloid diff MLP, whose call it bears; GFP+ MAC1+ double positive, %; measured here: differentiation confirmed by MAC1 staining
# Active calls of the source: *; i = inactive; ? = inconclusive; / = not tested or not shown; + = active, no number.
# Every second line gives: Myeloid diff MLP | Myeloid diff MLP GFP+ MAC1+ %
O=C(NCc1ccco1)C1Cc2c(-c3ccccc3Oc3ccccc3)ccnc2O1 (stereo unspecified)
→ i | 0.8
Cc1ccc(-c2csc(C(C)(O)c3ccc(F)c(F)c3)n2)cc1C (stereo unspecified)
→ i | 1.2
CCCCCc1c(-c2ccc(F)cc2F)ncn1CCc1ccccc1OC
→ i | 1.0
Cc1ccsc1-c1cc2nc(NCCOc3ccccc3Cl)n(C)c(=O)c2s1
→ i | 0.4
CC1(C(=O)Nc2ccc(Cl)c(C(F)(F)F)c2)Cc2c(-c3ccccc3)ccnc2O1 (stereo unspecified)
→ i | 1.2
COc1ccc(-c2csc(C(NC(C)=O)c3cccc(F)c3)n2)cn1 (stereo unspecified)
→ + | 4.8*
CCCNC(=O)c1cc(C2CCCCN2C(=O)OCC(C)C)on1 (stereo unspecified)
→ i | 1.4
COc1ccc(C(C)=O)cc1Cn1c(C)c(C(=O)NCc2cccc(C(F)(F)F)c2)sc1=O
→ i | 5.2
CCOC(=O)C1(C)CCCN1C(=O)c1sccc1C (stereo unspecified)
→ i | 1.5
O=[N+]([O-])c1ccc(Br)c(CN2CCN(c3ncc(Cc4ccccc4)cn3)CC2)c1
→ i | 3.6
CCOC1=C2CN(S(=O)(=O)c3ccc(C)cc3)C(c3cccc(Cl)c3)CC2NC(c2ccccc2)C1 (stereo unspecified)
→ i | 1.5
c1ccc(COc2cccc(-c3cc4nc(NCCc5ccncc5)ccn4n3)c2)cc1
→ i | 0.8
CCC(=O)Nc1ccc2c(c1)OC[C@@H](C)NC[C@@H](C)[C@@H](OC)CN(C)C2=O
→ i | 2.5
COc1ccc(OC)c(S(=O)(=O)NC(=O)C2(C)CCN2C(=O)C2(c3ccc(Cl)cc3)CC2)c1 (stereo unspecified)
→ i | 0.9
CCNC(=O)C1(C)CCCN(Cc2cccc3c(OC)cc(C(=O)OCC)cc23)C1 (stereo unspecified)
→ i | 1.0
COc1cccc(CNC(=O)[C@@H]2CCCN2C(=O)[C@H]2CCCCN2C(=O)c2cccs2)c1
→ i | 0.9
Cc1ccc(-c2ccc(CN3C(C(C)C)C(=O)N(Cc4cn(CCC5OCCO5)nn4)CCS3(=O)=O)cc2)c(C)c1 (stereo unspecified)
→ i | 0.0
Cc1noc(C)c1S(=O)(=O)NC(=O)C1(C)CCN1C(=O)Cc1ccc(Cl)cc1Cl (stereo unspecified)
→ i | 1.0
CCc1nc2ccc(C(=O)NCc3cccs3)cn2c1N(C)Cc1nccs1
→ i | 1.4
COC(=O)C[C@@H]1C=C[C@@H](NC(C)=O)[C@@H](CO)O1
→ i | 1.4
Cc1cccc(COC[C@H](Cc2ccccc2)N2CCN(C(=O)c3cccc(Cl)c3)CCC2=O)c1
→ i | 1.1
COc1ccc(C=O)c(-c2c(-c3ccccc3OC)sc3ccccc23)c1
→ i | 0.8
CCCc1nc2ccccc2n1C(C(=O)NC(C)(C)C)C1CC1 (stereo unspecified)
→ i | 1.6
NC(Cc1ccc(C(F)(F)F)cc1)c1csc(Nc2cc(NCc3ccco3)ncn2)n1 (stereo unspecified)
→ i | 0.9
COC(=O)[C@@]12C[C@@H](CC(=O)N3CCCCC3)C(=O)N(Cc3ccccc3)C1=CCC(C)(C)C2
→ i | 1.3
Cc1ccc(F)c(S(=O)(=O)NC(=O)C2(C)CCN2C(=O)c2ccc(C3CCCCC3)cc2)c1 (stereo unspecified)
→ ? | /
O=S1(=O)CC(N2CCN(CCO)CC2)CN1Cc1cn(Cc2ccc(F)cc2)nn1 (stereo unspecified)
→ i | 1.3
O=C(Nc1ccc2c(c1)OCO2)C1Cc2c(-c3ccc(Cl)cc3)ccnc2O1 (stereo unspecified)
→ i | 1.3
COc1cccc(Cn2c(Cn3c(-c4cnccn4)nc4ccccc43)nc3ccccc32)c1
→ i | 0.6
CC(C)NC(=O)c1cc(C2CCCCN2C(=O)c2ccc(C(C)C)cc2)on1 (stereo unspecified)
→ i | 2.1
CC(=O)Nc1ccc(CN2C(=O)C(C)(C)ON=C2c2ccc(C(F)(F)F)cc2)cc1
→ i | 2.5
CCCOc1ccc(F)cc1-c1cc(C(=O)Nc2ccc(C)c(NS(C)(=O)=O)c2)[nH]n1
→ i | 2.1
COc1ccc(-c2cnc3c(NC(C)=O)cc(-c4cc(F)ccc4OC)cn23)cc1OC
→ ? | /
COc1ccc(Cl)cc1-c1cc(C(=O)NCc2cc(C(F)(F)F)cc(C(F)(F)F)c2)[nH]n1
→ i | 1.5
Cc1cccc(C)c1NC(=O)C(c1ccncc1)n1c(=O)c(-c2ccccc2)nc2ccccc21 (stereo unspecified)
→ i | 1.3
CC(C)c1cc(Cn2c3ccccc3c(=O)n2C(C)Cn2cc(-c3ccccc3)nn2)on1 (stereo unspecified)
→ i | 1.5
CC(=O)c1cc2cccc(OC3(C)CCN(Cc4ccc5ccccc5c4)C3)c2o1 (stereo unspecified)
→ i | 1.8
C#CCNC(=O)C[C@@H]1C[C@@]2(C(=O)OCC)CCCC=C2N(Cc2ccc(Cl)cc2Cl)C1=O
→ i | 0.6
COC(=O)c1sccc1-n1cc2c(c1-c1ccccc1)c(=O)n(C)c(=O)n2C
→ i | 1.1
COc1ccc(C2=Nc3ccccc3N(C(=O)c3cccnc3)C2C(=O)NC(C)(C)C)cc1 (stereo unspecified)
→ i | 3.6
O=C(NCC(F)(F)F)c1csc([C@@H]2O[C@H](CO)[C@H](O)[C@H](O)[C@H]2O)n1
→ i | 0.9
CCCCNC(=O)C1(C)CCN1C(=O)c1cncc(Br)c1 (stereo unspecified)
→ i | 1.2
CC(=O)C12CC(C)=C(C)CC1CC1C3CCC4=CC(=O)CCC4(C)C3CCC12C (stereo unspecified)
→ i | 0.2
Cn1ncc2cc3c(Nc4ccc(Cl)cc4)cccc3nc21
→ i | 1.5
Cc1ccc(-c2nc3ccc(Cl)cn3c2Cc2cccc(Cl)c2)cc1
→ i | 0.4
CCc1nc2ccc(C(=O)NCCOc3ccc(OC)cc3)cn2c1N(C)Cc1ccc(N(C)C)cc1
→ i | 0.3
COc1ccc(CC(N)c2csc(NC(=O)C(c3ccccc3)c3ccccc3)n2)cc1 (stereo unspecified)
→ i | 1.9
O=C(NCC1CC1)C1Cc2c(-c3cccc(F)c3)ccnc2O1 (stereo unspecified)
→ i | 1.3
O=C1NC[C@@H](CCCCN2C[C@H](Cc3ccc(O)cc3)N(CCc3ccc(O)cc3)C(=O)C2=O)N(CCc2ccc(O)cc2)C1=O
→ i | 0.4
CCc1nc2ccc(C(=O)NCCCN(C)C)cn2c1N(CC)CCOC
→ i | 0.6
CCCC(=O)Nc1nnc([C@H]2C[C@H](O)[C@@H](CO)O2)s1
→ i | 1.2
CCOC(=O)[C@]12CCCC=C1N(Cc1ccccc1)C(=O)[C@H](CC(=O)N1CCCC1)C2
→ i | 2.5
CN(Cc1ccccc1)C(=O)[C@@H]1CCCN1C(=O)[C@@H]1CCCN1C(=O)c1ccccc1
→ i | 1.3
COc1ccccc1N1CCN(c2ncnc3n[nH]c(Br)c23)CC1
→ i | 0.6
CCCCCCCCN1C(=O)[C@H](CC(=O)NCc2cccc3ccccc23)C[C@@]2(C(=O)OCC)CCCC=C12
→ i | 0.7
CCCCn1nnnc1C1(C)CCC(=O)N1CC(F)(F)F (stereo unspecified)
→ i | 0.6
COc1ccc(C2=Nc3ccccc3N(C(=O)c3ccc4ncccc4c3)C2C(=O)NC(C)(C)C)cc1 (stereo unspecified)
→ i | 3.7
Cc1csc(-c2ccc3cc(Cl)cc(Cl)c3n2)n1
→ i | 0.8
Cc1cc(C)cc(C(O)c2ncc(-c3cccc(F)c3)[nH]2)c1 (stereo unspecified)
→ i | 0.2
CCOC(=O)[C@]12CCC=C1N(Cc1ccccc1)C(=O)[C@H](CC(=O)N1CCCC1)C2
→ i | 0.9

# Four successive records from above:
# Every second line gives: Myeloid diff MLP | Myeloid diff MLP GFP+ MAC1+ %
COc1ccc(C2=Nc3ccccc3N(C(=O)c3ccc4ncccc4c3)C2C(=O)NC(C)(C)C)cc1 (stereo unspecified)
→ i | 3.7
Cc1csc(-c2ccc3cc(Cl)cc(Cl)c3n2)n1
→ i | 0.8
Cc1cc(C)cc(C(O)c2ncc(-c3cccc(F)c3)[nH]2)c1 (stereo unspecified)
→ i | 0.2
CCOC(=O)[C@]12CCC=C1N(Cc1ccccc1)C(=O)[C@H](CC(=O)N1CCCC1)C2
→ i | 0.9

# Later entries:
# Every second line gives: Myeloid diff MLP | Myeloid diff MLP GFP+ MAC1+ %
COCCN1C(=O)CSCC1(C)C(=O)NCc1ccccc1 (stereo unspecified)
→ i | 4.2
COc1ccc(N=C(C)C2C(=O)c3ccccc3C2=O)cc1
→ i | 1.8
CCc1nc2c(OCC(=O)C(C)(C)C)cccn2c1N(C)C(=O)CC(C)C
→ i | 0.6
COc1cc(C(O)c2nc(-c3cnn(C)c3)cs2)ccc1F (stereo unspecified)
→ i | 1.2
CCCc1nc2cc(C)c(Br)c(C)n2c1Cc1ccccc1OC
→ i | 2.4
CC(CNC(=O)[C@@H](Cc1ccccc1)NC(=O)CC[C@H]1O[C@@H](n2ccc(=O)[nH]c2=O)[C@H](O)[C@@H]1O)c1ccccc1 (stereo partly specified)
→ i | 1.4
CC(=O)c1cccc(-c2ccnc3c2CC(C(=O)Nc2cccnc2)O3)c1 (stereo unspecified)
→ i | 0.8
CC1(C(=O)NCCc2c[nH]c3ccccc23)CCN1CC1CCCCC1 (stereo unspecified)
→ i | 1.6
Cc1ccc(C(=O)NC(C)C2CC3CCC2C3)cc1 (stereo unspecified)
→ i | 0.3
CC(N)c1csc(Nc2ccc(S(C)(=O)=O)cc2)n1 (stereo unspecified)
→ i | 1.1
OC(c1ccc(F)cc1)c1nc(-c2ccoc2)cs1 (stereo unspecified)
→ i | 0.6
CCOc1ccc(Cl)cc1-c1cc(C(=O)NCC2CCCCC2)[nH]n1
→ i | 1.2
CCOc1ccc(NC(=O)c2ccc(NC(=O)c3ccc(NC(N)=O)cc3)cc2)cc1
→ i | 2.7
CS(=O)(=O)N(CC(=O)N1CCc2ccccc2C1)c1ccccc1F
→ i | 1.2
Nc1nc2ncccn2c1-c1ccc(C(F)(F)F)cc1
→ i | 1.5
CCCCC[C@H](C)N1C[C@@H](COCc2ccccc2)Oc2cc(N3CC[C@@H](O)C3)ccc2S1(=O)=O
→ i | 1.5
Cn1c(=O)c2cc(NC(=S)NC3CC3)ccc2n1C/C=C/c1ccccc1
→ + | 4.3*
COc1ccc(CC(N)c2csc(NC(=O)Nc3ccccc3C(C)(C)C)n2)cc1 (stereo unspecified)
→ i | 1.7
CC1(C)OC(=O)C2=C(C[C@@H](CCc3ccccc3)O[C@@H]2c2ccc(F)cc2)O1
→ i | 1.1
O=C(NC(c1ccc(-c2ccccc2)cc1)c1cnccn1)C1CCN(Cc2ccc3c(c2)OCO3)CC1 (stereo unspecified)
→ i | 1.4

# Fetched by compound from the entries so far:
# Every second line gives: Myeloid diff MLP | Myeloid diff MLP GFP+ MAC1+ %
COC(=O)C[C@@H]1C=C[C@@H](NC(C)=O)[C@@H](CO)O1
→ i | 1.4
CC1(C(=O)Nc2ccc(Cl)c(C(F)(F)F)c2)Cc2c(-c3ccccc3)ccnc2O1 (stereo unspecified)
→ i | 1.2
CCOC(=O)C1(C)CCCN1C(=O)c1sccc1C (stereo unspecified)
→ i | 1.5
CCOc1ccc(Cl)cc1-c1cc(C(=O)NCC2CCCCC2)[nH]n1
→ i | 1.2
CC(=O)c1cc2cccc(OC3(C)CCN(Cc4ccc5ccccc5c4)C3)c2o1 (stereo unspecified)
→ i | 1.8

# (cont.)
# Every second line gives: Myeloid diff MLP | Myeloid diff MLP GFP+ MAC1+ %
CCCNC(=O)C1(C)CCCN(CC(=O)c2ccc3c(c2)OCCO3)C1 (stereo unspecified)
→ i | 1.0
CC(C)C[C@H]1CNC(=O)C(=O)N1C[C@H]1CCCN1C[C@H](CC(C)C)N1C[C@H](Cc2ccccc2)N(CCc2ccccc2)C(=O)C1=O
→ i | 2.0
COc1cccc(-c2cc3nc(Nc4ccc(OC)c(OC)c4)n(C)c(=O)c3s2)c1
→ i | 1.1
CC1(C)OC(=O)C2=C(C[C@@H](CCc3ccccc3)O[C@H]2CCc2cccc(Cl)c2)O1
→ i | 1.2
CCC1(C2C=COC=C2)NC(=O)NC1=O (stereo unspecified)
→ i | 0.7
CC(C)N(C)c1ncnc2c1ncn2[C@H]1CN(Cc2cccnc2)C[C@@H](CO)O1
→ i | 1.2
Cc1ccc(F)cc1C(=O)N1CCCC(c2cc(C(=O)NCc3ccc(F)cc3)no2)C1 (stereo unspecified)
→ i | 1.6
COc1ccc(S(=O)(=O)NC(=O)C2(C)CCN2C(=O)C2(c3ccccc3)CC2)cc1 (stereo unspecified)
→ i | 0.9
O=C(c1ccc(NS(=O)(=O)c2cccc3cccnc23)cc1)N1CCOCC1
→ i | 0.2
C(=C\c1ccccc1)/CN1CCN(C(CCc2ccccc2)c2nnnn2-c2ccc3c(c2)OCCO3)CC1 (stereo unspecified)
→ i | 1.7
O=c1cc(CN2CCCCC2)c2c(ccc3ccccc32)o1
→ i | 1.5
CC(C)C[C@H]1CNC(=O)C(=O)N1C[C@@H]1CCCN1C[C@H](Cc1ccc(O)cc1)N1C[C@H](Cc2ccccc2)N(CC2CCCCC2)C(=O)C1=O
→ i | 2.0
CC1(C(=O)NS(=O)(=O)c2cccc(C#N)c2)CCN1C(=O)CC1CCCC1 (stereo unspecified)
→ i | 0.3
CC1(C(=O)NS(=O)(=O)c2ccc(C#N)cc2)CCN1C(=O)c1cccc2ccccc12 (stereo unspecified)
→ i | 0.6
O=C(c1[nH]c(C(F)(F)F)nc1-c1ccccc1)N1CCCCC1
→ i | 0.7
c1cnc2c(-c3ccc4nccn4c3)cccc2c1
→ i | 0.5
Cc1ccccc1C(c1ncccc1C)N(C)C(=O)C1CCN(CCOc2ccc(Cl)cc2Cl)CC1 (stereo unspecified)
→ i | 0.4
Cc1cc2nc(C(C)(C)C)c(Cc3ccccc3)n2c(C)c1Br
→ i | 0.5
COc1cccc(C(NC(C)=O)c2nc(-c3cc4ccccc4o3)cs2)c1 (stereo unspecified)
→ i | 1.1

# These rows are one share of the data; the hit share may differ from the screen's.
